TDP-43 yeast inh: qHTS of TDP-43 Inhibitors | TDP-43 expressing yeast growth rescue, BacTiter-Glo, 24 h | Potency, µM (highest dose often 46.1 µM), inactives show at the highest dose growth rescue (activation), hits mostly activators | actives 1.8% (n = 410,000) | AID 652104, 2013; further: % of control where 0% means no effect; nearly all actives have a fitted effect of over 50% in size
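Yeast expressing TDP-43 (pregrown in raffinose, seeded at OD600=0.02 in galactose medium) exposed to compounds 24 hr at 30 deg C. Growth read by BacTiter-Glo luminescence; rescue of toxicity appears as increased signal.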
HT1080 IDH1KD tx: qHTS for induction of synthetic lethality in tumor cells producing 2HG: qHTS for the HT-1080-IDH1KD cell line; actives 2% (n = 360,000); HT-1080 IDH1 knockdown viability, ATP luminescence, 48 h; Potency, µM (titrated, usually from 46.1 µM), without a hit: at the top dose activity, negative = toxicity, most hits filed as cytotoxic;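 further: 0% = DMSO wells and -100% = cell-free medium wells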
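In this qHTS, HT-1080 cells depleted of IDH1 are exposed for 48 h at 37 °C to compound titrations. Toxicity is scored from CellTiter-Glo luminescence, with DMSO as full viability and medium alone as none.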
HEK293 tox: qHTS of GLP-1 Receptor Inverse Agonists: Cytotox Screen | HEK293 cAMP-luciferase reporter cells, luminescence, 24 h | actives 0.13% (n = 410,000) | Potency, µM (titrated, usually from 38.3 µM), inactives show at the top dose activity change, negative = inhibition, usual class: inhibitors | AID 624418, 2012;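 further: loss of luciferase light is scored as toxicity; on the % scale 0 is the no-effect control and ±100 the full control effect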
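A 23 nL compound transfer followed 12 hours of cell culture at 37 deg C; exposure then lasted 24 hr. Luciferase assay detection reagent was dispensed and plates read for luminescence after a 12 min room-temperature wait.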
GLP-1R agonist: qHTS of GLP-1 Receptor Agonists | Glucagon-like peptide 1 receptor (Homo sapiens), P43220 | Potency, µM (titrated, usually from 45.6 µM), without a hit: top-dose activation, usual class: activators | HEK293 GLP-1R CRE-luciferase, luminescence, 4-6 h; cells express a hypersensitive GLP-1R form | actives 0.007% (n = 380,000); further: % of control where 0% means no effect
Target sequence (P43220 whole entry, looked up): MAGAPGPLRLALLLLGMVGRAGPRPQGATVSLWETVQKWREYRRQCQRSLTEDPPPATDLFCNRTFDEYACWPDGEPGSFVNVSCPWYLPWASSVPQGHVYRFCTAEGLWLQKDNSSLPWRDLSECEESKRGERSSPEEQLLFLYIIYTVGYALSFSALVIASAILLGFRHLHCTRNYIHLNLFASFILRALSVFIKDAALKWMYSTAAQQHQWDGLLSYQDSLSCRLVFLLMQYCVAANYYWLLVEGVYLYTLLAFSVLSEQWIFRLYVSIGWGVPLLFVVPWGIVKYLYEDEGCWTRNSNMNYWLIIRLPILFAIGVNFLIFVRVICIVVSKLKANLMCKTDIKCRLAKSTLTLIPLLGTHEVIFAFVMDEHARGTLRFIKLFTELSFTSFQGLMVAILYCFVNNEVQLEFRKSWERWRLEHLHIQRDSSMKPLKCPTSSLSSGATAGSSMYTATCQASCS
KB-V1 cytotox: qHTS assay for MDR1-selective chemotherapeutics: Primary screen using the drug-selected MDR subline cells KB-V1; KB-V1 MDR cells viability, CellTiter-Glo, 72 h; Potency, µM (titrated, usually from 46.1 µM), inactives show top-dose activity change, negative = cytotoxicity, usual class: cytotoxic; actives 3.4% (n = 400,000); further: on the % scale 0 is the no-effect control and ±100 the full control effect; nearly all actives have a fitted effect of over 60% in size
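Luminescent ATP read-out (CellTiter-Glo, 10 min) measures survival of drug-selected KB-V1 MDR cells after 72 h, 37 degrees C compound exposure. Medium: phenol-red-free DMEM, 10% FBS. Values from fitted concentration-response curves.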
SW480 rereplic: A quantitative high throughput screen for small molecules that induce DNA re-replication in SW480 colon adenocarcinoma cells; Potency, µM (top dose mostly 46.1 µM), without a hit: at the top dose re-replication activation, usual class: activators; SW480 DNA re-replication, Hoechst DNA content imaging, 48 h; actives 1.8% (n = 340,000); AID 624297, 2012; further: % of control where 0% means no effect; nearly all actives have a fitted effect of over 55% in size
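Hoechst fluorescence of nuclei (405 nm excitation, 500-530 nm emission) measured by plate-scanning imager after 48 hr compound exposure at 37 C; re-replication scored as increased number of nuclei with elevated intensity.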
KB-3-1 cytotox: qHTS assay for MDR1-selective chemotherapeutics: Primary screen using the parental adenocarcinoma cell KB-3-1 | AID 1347075, 2019 | KB-3-1 viability, CellTiter-Glo ATP luminescence, 72 h | actives 1.4% (n = 400,000) | Potency, µM (series often up to 46.1 µM), inactives show at the top dose activity change, negative = cytotoxic, usual class: cytotoxic; further: on the % scale 0 is the no-effect control and ±100 the full control effect; nearly all actives have a fitted effect of over 60% in size
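Viability of parental KB-3-1 cells, measured by CellTiter-Glo luminescence, followed a 72 h incubation at 37 °C with pinned compounds in phenol-red-free DMEM containing 10% FBS.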
HT1080NT lethal: qHTS for induction of synthetic lethality in tumor cells producing 2HG: qHTS for the HT-1080-NT fibrosarcoma cell line; HT-1080-NT fibrosarcoma viability, CellTiter-Glo ATP luminescence, 48 h; Potency, µM (doses to about 46.1 µM), inactives show at the highest dose activity, negative = less viability, actives largely listed as cytotoxic; actives 1.6% (n = 360,000); AID 686970, 2013;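 further: NT is the 2HG producing partner of a matched IDH1 knockdown line; 0% = DMSO-treated cells and -100% = media-only wells without cells; nearly all actives have a fitted effect of over 55% in size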
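Compounds were tested in concentration-response format on HT-1080-NT cells for 48 hours at 37 degrees C. Cell viability came from CellTiter-Glo luminescence; curves were classified by r2, response magnitude and activity.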
GLP1R inv ag: qHTS of GLP-1 Receptor Inverse Agonists (Inhibition Mode); Glucagon-like peptide 1 receptor (Homo sapiens), P43220; HEK293 GLP-1R CRE-luciferase, luminescence, 24 h; GLP-1R form is constitutively active; Potency, µM (titrated, usually from 38.3 µM), inactives show at the top dose activity change, negative = inhibition, most hits filed as inhibitors; actives 1.6% (n = 410,000); further: on the % scale 0 is the no-effect control and ±100 the full control effect; nearly all actives have a fitted effect of over 55% in size
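HEK293 cells stably co-expressing constitutively active GLP-1R and a cAMP-responsive luciferase reporter were seeded in DMEM with 10% Nu serum, given compounds after 12 h, and incubated 24 h at 37 deg C. Luminescence was then read.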
* marks the source's active call; other numbers are inactive results; ? = inconclusive; nt = not tested or not shown; & = joins results of further samples; [ ] = another dose, or the depositor's remark. The call rests on the fitted dose curve; in most records, active means well fitted curve in the direction sought with a large enough effect; inconclusive means small, poorly fitted or top-dose-only effect, or another doubt; inactive means no such curve, though single readings can be large; an effect the other way counts as inactive or inconclusive. Potency means the concentration at half of the fitted maximal effect.

SMILES | TDP-43 yeast inh | HT1080 IDH1KD tx | HEK293 tox | GLP-1R agonist | KB-V1 cytotox | SW480 rereplic | KB-3-1 cytotox | HT1080NT lethal | GLP1R inv ag
O=C(c1cccc(NC2=NC3CS(=O)(=O)CC3S2)c1)N1CCN(c2cccc(Cl)c2)CC1 (stereo not given) | 15% | 5% | -18% | 6% | 4% | 2% | 2% | -1% | 17%
Cc1ccc2nc(-c3ccc(N4C(=N)SC5CS(=O)(=O)CC54)cc3)sc2c1 (stereo not given) | -2% | -17% | -11% | 1% | -7% | nt | 0% | -21% | -1%
Cc1cc(C)cc(NS(=O)(=O)c2ccc3[nH]cc(C(=O)N4CCc5ccccc54)c(=O)c3c2)c1 | 2% | 23µM* | -23% | -15% | 5% | 0% | 14% | 23µM* | ?
CCOC(=O)c1ccc2ncc(C(=O)OCC)c(NCc3ccco3)c2c1 | 5% | ? | -4% | 10% | -21% | -6% | ? | ? | 128%[activator]
COC(=O)C1=CN(c2ccc3c(c2)OCO3)C(N)=C(C#N)C1c1ccc(-c2ccccc2)cc1 (stereo not given) | 16% | 3.3µM* | ? | nt | 3.7µM* | nt | 4.6µM* | 5.2µM* | ?
COc1cc(-c2nc(Cn3nnc(C(=O)Nc4cc(C)cc(C)c4)c3C)c(C)o2)cc(OC)c1OC | -5% | nt | 4% | 3% | 0% | nt | -11% | nt | 3%
CCc1nnc(NS(=O)(=O)c2ccc(N=Cc3c(C)[nH]n(-c4ccc(C)c(C)c4)c3=O)cc2)s1 | -9% | 21µM* | 7% | 0% | ? | -1% | ? | ? | 0%
O=c1[nH]c2cc(Cl)ccc2c(O)c1-c1cccc(Oc2ccccc2)c1 | 24% | 10% | -2% | 6% | -1% | 13% | 0% | 13% | 5%
CC(=O)c1ccc(NC(=O)CNCC(c2ccccc2)N(C)C)cc1 (stereo not given) | 2% | 9% | -7%[0.307 µM] | 1% | -15% | -2% | 0% | 4% | 6%[0.307 µM]
O=[N+]([O-])c1ccccc1OCCCN1CCc2ccccc2C1 | 5% | -12% | -19% | 2% | -12% | 1% | -3% | -1% | ?
O=C(NN=C1C2CC3CC(C2)CC1C3)c1ccncc1 | 13% | 13% | 57%[activator] | 12% | 16% | 0% | -8% | 20% | -5%
CCOC(=O)Cc1[nH]nc2c1C(c1cc(OC)ccc1OC)C(C#N)=C(N)O2 (stereo not given) | -13% | 11% | 1% | 3% | 0% | -4% | -3% | 0% | 0%
NC(=O)c1ncn([C@@H]2O[C@H](CNCc3ccccc3OCc3ccc(Cl)cc3Cl)[C@@H](O)[C@H]2O)n1 | 6% | 1% | -1% | 11% | 26% | -22% | -5% | -1% | 13%
CC1(C(=O)NS(=O)(=O)c2ccc(Br)cc2)CCN1C(=O)C1(c2ccccc2)CC1 (stereo not given) | ? | 4% | 4% | -6% | ? | nt | 0% | 7% | -9%
COc1ccc(S(=O)(=O)Nc2ccccc2C(=O)NCc2cccnc2)cc1 | -15% | -12% | 6% | 1% | -4% | ? | 5% | -22% | -8%
CCCCc1nnc(NC(=O)CCc2ccccc2)s1 | -3% | -9% | 20% | -3% | ? | -2% | -7% | -2% | 0%
Cc1sc(NC(=O)Cn2nc(C(F)(F)F)cc2C)c(C(=O)OC(C)C)c1C | 9% | 9% | -1% | 15% | 0% | -1% | 4% | 13% | 7%
CCOc1ccc(Nc2oc(/C=C/c3cccc(OC)c3)nc2C#N)cc1 | 13% | nt | 82%[activator] | nt | -15% | nt | 2% | nt | 2%
CCCCCC[n+]1c(-c2ccccc2)csc1Nc1ccccc1 | 7% | 3% | 0% | 0% | 5% | -4% | -1% | 2% | 2.2µM*
Cn1c(C(=O)NC2CCCCC2)cc2c(=O)n(C)c3ccccc3c21 | 21% | -1% | 2% | 1% | -4% | 1% | 0% | 20% | 3%
COC(=O)c1c(-c2ccccc2)[nH]c(-c2nccc3ccccc23)c1C(=O)OC | 13% | -1% | -3% | 4% | -17% | nt | -4% | -5% | ?
COc1cccc(C(=O)Nc2ccc(N3CCN(Cc4ccccc4)CC3)cc2)c1 | -8% | -19% | -20% | -1% | -25% | 2% | -7% | -8% | -33%
CC1CCc2nc(NC(=O)CN3CCN(c4ccc(F)cc4)CC3)sc2C1 (stereo not given) | 16µM* | 6% | ? | 3% | -10% | 4% | -12% | 1% | ?
Cc1ccc(S(=O)(=O)CCC(=O)Nc2nnc(-c3ccccc3S(C)(=O)=O)o2)cc1 | 17% | 9% | -22% | 0% | 4% | -39%[inhibitor] | 10% | 17% | 3%
CN(Cc1c(F)cccc1Cl)C(=O)c1cnc2ccccc2n1 | 30% | -13% | 5% | 14% | -25% | -32%[inhibitor] | 6% | 0% | 11%

Among those listed so far, these have fluorine:
SMILES | TDP-43 yeast inh | HT1080 IDH1KD tx | HEK293 tox | GLP-1R agonist | KB-V1 cytotox | SW480 rereplic | KB-3-1 cytotox | HT1080NT lethal | GLP1R inv ag
Cc1sc(NC(=O)Cn2nc(C(F)(F)F)cc2C)c(C(=O)OC(C)C)c1C | 9% | 9% | -1% | 15% | 0% | -1% | 4% | 13% | 7%
CC1CCc2nc(NC(=O)CN3CCN(c4ccc(F)cc4)CC3)sc2C1 (stereo not given) | 16µM* | 6% | ? | 3% | -10% | 4% | -12% | 1% | ?
CN(Cc1c(F)cccc1Cl)C(=O)c1cnc2ccccc2n1 | 30% | -13% | 5% | 14% | -25% | -32%[inhibitor] | 6% | 0% | 11%

New compounds follow:
SMILES | TDP-43 yeast inh | HT1080 IDH1KD tx | HEK293 tox | GLP-1R agonist | KB-V1 cytotox | SW480 rereplic | KB-3-1 cytotox | HT1080NT lethal | GLP1R inv ag
COc1ccc(CCNS(=O)(=O)c2ccc(OC)c(OC)c2)cc1OC | 17% | -4% | 1% | 1% | -10% | -22% | 8% | 1% | 11%
CCN1CCN(c2ccc(NC(=O)c3ccc(C#N)cc3F)cc2Cl)CC1 | -6% | -1% | -1%[0.307 µM] | -2% | -23% | -3% | -1% | -20% | 9%[0.307 µM]
CC(C)CC1C(=O)N(Cc2cn(Cc3ccco3)nn2)CCS(=O)(=O)N1Cc1ccc(-c2ccccc2)cc1 (stereo not given) | 20% | ? | 2% | 2% | ? | nt | ? | -16% | ?
CC(NC(=O)c1ccc(N)cc1)c1ccccc1 (stereo not given) | 10% | 0% | 14% | 1% | 0% | -5% | -2% | 6% | 49%[activator]
O=C(C1CCCN(S(=O)(=O)c2cccc3nonc23)C1)N1CCN(c2ccccc2Cl)CC1 (stereo not given) | 35µM* | -22% | 1% | 3%&1% | -20%&-30% | ? | ? | 0% | ?
Cc1ccc(-c2csc3nc(CN(C)Cc4ccccc4)[nH]c(=O)c23)cc1 | 0%[0.397 µM] | -2% | -1% | 0% | ? | ? | -21% | -17% | ?
COc1ccc(NC(=O)C2CC(=O)N/C(=N/N=C/c3ccco3)S2)cc1 (stereo not given) | -3% | 20% | -6% | 11% | 14% | -3% | 47% | 0% | -1%
NC(=O)C1CCN(C(=O)COc2ccc3ccc(=O)oc3c2)CC1 | 9% | 9% | 3% | 2% | 0% | -12% | 0% | 1% | -3%
O=C1c2ccccc2C(=O)N1CC(O)CN1CCOCC1 (stereo not given) | -5% | 5% | -4% | -8% | 17% | -4% | 5% | 9% | 2%
COc1ccc(OCC(=O)OCC(=O)Nc2ccc3[nH]c(=O)[nH]c3c2)cc1 | 8% | 9% | 1% | -3% | 0% | -1% | 14% | 9% | -1%
Cc1ccc(NC(=O)C(=O)NCC(c2cccnc2)N2CCN(Cc3ccccc3)CC2)cc1C (stereo not given) | 10% | nt | 3% | nt | -19% | nt | 0% | nt | 8%
Cc1cc(C(=O)OCC(=O)NCc2ccccc2)c(C)o1 | 18% | -1% | -3% | -4% | 3% | -25% | -9% | 4% | -28%
Cc1ccsc1/C=C1\SC(N2CCOCC2)=NC1=O | -1% | -7% | -23% | -2% | 2% | 1% | -4% | -5% | 20%
COc1ccc(CNCC(O)(c2ccccc2)c2ccccc2)cc1 | -3% | -20% | 6% | 9% | 2% | 0% | 1% | -9% | ?
COc1ccc2cc(S(=O)(=O)NCCCN3CCOCC3)ccc2c1 | 2% | -12% | 35%[activator] | -4% | -10% | -6% | -4% | -11% | -10%
CCn1c(CSc2nc3ccccc3s2)n[nH]c1=S | 20% | ? | -8% | -1% | -12% | ? | -17% | ? | 0%
COc1ccc(C(=O)NNC(=O)CSc2nnc(COc3ccc4ccccc4c3)n2C)cc1 | 10% | -2% | ? | 1% | -11% | -1% | 5% | 3% | 0%
Cc1ccc(CCNC(=O)C2CCCN(c3nnc(C)c4c(C)n(-c5ccccc5)nc34)C2)cc1 (stereo not given) | 12% | nt | 2% | nt | 23% | nt | 5% | nt | 9%
COc1cccc(N2CCN(C(=O)C3CCN(S(=O)(=O)c4cccs4)CC3)CC2)c1 | 3% | -6% | -5% | 10% | -11% | -8% | -1% | -18% | -6%
CSc1nc2[nH]c(=O)[nH]c2c(=O)[nH]1 | -23% | 1% | 7% | 0% | 4% | -10% | -4% | 13% | 40%[activator]
COc1ccccc1OCCNC(=O)CN1C(=O)NC2(CCCCC2)C1=O | ? | 3% | 2% | 1% | 0% | -23% | 17% | 8%[9.24 µM] | 11%
CCOC(=O)N1CCN(C(=O)CS(=O)(=O)Cc2nc(-c3ccccc3C)oc2C)CC1 | 16% | 1% | -8% | 2% | -10% | -16% | -13% | -2% | -26%
